Screening data (PubChem BioAssay)
zfTRPN1 agonist: zebrafish TRPN1 channel agonists, primary screen, cell-based, HEK293, calcium fluorescence. HEK293 zebrafish TRPN1-YFP, Fluo-8 calcium fluorescence; 100% = response to 87 µM carbachol. 0.18% of 220,000 active. activation, % at 3 µM. transient receptor potential cation channel N1 (TRPN1/NompC), Danio rerio;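 active means activation above its plate's cutoff, the mean activation of test wells on that plate plus 3 SD, cut at about 19% in these data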;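 further: 0% = DMSO alone and 100% = 87 µM carbachol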
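Material: zebrafish TRPN1-YFP in HEK293 cells; Doses: single test compound dose, 3 µM nominal, 0.3% DMSO; Timing: dye loading 1 h at 37 °C, then 30 min room temperature; Technique: intracellular calcium fluorescence with Fluo-8; Benchmarks: high carbachol 87 µM, low DMSO alone.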
BaF3 tox: parental Ba/F3 cell viability inhibition, counter-screen for JAK2V617F inhibitor project, murine pro-B, CellTiter-Glo luminescence; CellTiter-Glo ATP luminescence; inhibition, % at 5.6 µM; 1.1% of 220,000 active; AID 1486, 2009;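 active means inhibition above a per-campaign cutoff, the mean inhibition of all tested compounds plus 3 SD, cut at about 27% in these data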;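 further: 0% = DMSO wells and 100% = JAK Inhibitor I control wells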
EP2 mod: EP2 receptor modulators, cAMP readout, primary screen, cell-based, HTRF cAMP, PGE2 stimulation | Prostaglandin E2 receptor EP2 subtype (Homo sapiens), P43116 | EP2-expressing cells, cAMP HTRF FRET, PGE2 co-stimulation | induction, % at 25 µM | 0.83% of 260,000 active | AID 940, 2007;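 active means compounds whose cAMP rise, as percent of the full-agonist control response, exceeds 60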;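 further: rat C6 glioma line stably carrying human EP2 under a CMV promoter; the protocol text gives 20 µM as final concentration; 100% = response of wells given 1 µM PGE2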
Target sequence (P43116 whole entry, looked up): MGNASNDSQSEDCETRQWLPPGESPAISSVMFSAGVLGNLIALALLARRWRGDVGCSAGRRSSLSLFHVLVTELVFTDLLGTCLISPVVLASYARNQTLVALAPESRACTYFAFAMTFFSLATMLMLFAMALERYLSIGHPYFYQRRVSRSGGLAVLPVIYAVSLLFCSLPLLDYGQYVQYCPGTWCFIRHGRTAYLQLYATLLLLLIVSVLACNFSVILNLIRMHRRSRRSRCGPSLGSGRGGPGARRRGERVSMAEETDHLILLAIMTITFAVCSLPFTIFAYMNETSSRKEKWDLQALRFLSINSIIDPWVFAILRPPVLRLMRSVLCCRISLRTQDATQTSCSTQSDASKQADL
Ba/F3 V617F tox: reduced viability of JAK2V617F-dependent Ba/F3 cells, primary screen, JAK2V617F inhibitor project, cell-based, Ba/F3 EpoR-JAK2V617F, luminescence | ATP luminescence | inhibition, % at 5.6 µM | 1.1% of 220,000 active;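 active means inhibition above the campaign mean plus 3 SD over all tested compounds, cut at about 24% in these data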;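 further: cytokine-independent growth of Ba/F3 cells driven by EpoR plus mutant JAK2; 0% = DMSO-treated cells and 100% = JAK inhibitor I control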
S1P4 antag: S1P4 receptor antagonists, primary screen, cell-based; Sphingosine 1-phosphate receptor 4 (Homo sapiens), O95977; S1P4-expressing cells, antagonist mode, reporter read-out; inhibition, % at 4.98 µM; 0.26% of 220,000 active; in the data active means inhibition above about 29%;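 further: 0% = wells stimulated with agonist and 100% = vehicle wells without agonist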
TRPML3 agonist: human TRPML3 channel agonists, primary screen, cell-based, HEK293 TRPML3-YFP, Fluo-8 calcium fluorescence, 3 µM. Mucolipin-3 (Homo sapiens), Q8TDD5. 100% = the carbachol control signal. activation, % at 3 µM. 0.29% of 220,000 active. AID 1448, 2008;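 active means activation above its plate's cutoff, the mean activation of the plate's test wells plus 3 SD, cut at about 12% in these data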;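 further: 0% = DMSO only wells and 100% = carbachol wells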
Target sequence (Q8TDD5 whole entry, looked up): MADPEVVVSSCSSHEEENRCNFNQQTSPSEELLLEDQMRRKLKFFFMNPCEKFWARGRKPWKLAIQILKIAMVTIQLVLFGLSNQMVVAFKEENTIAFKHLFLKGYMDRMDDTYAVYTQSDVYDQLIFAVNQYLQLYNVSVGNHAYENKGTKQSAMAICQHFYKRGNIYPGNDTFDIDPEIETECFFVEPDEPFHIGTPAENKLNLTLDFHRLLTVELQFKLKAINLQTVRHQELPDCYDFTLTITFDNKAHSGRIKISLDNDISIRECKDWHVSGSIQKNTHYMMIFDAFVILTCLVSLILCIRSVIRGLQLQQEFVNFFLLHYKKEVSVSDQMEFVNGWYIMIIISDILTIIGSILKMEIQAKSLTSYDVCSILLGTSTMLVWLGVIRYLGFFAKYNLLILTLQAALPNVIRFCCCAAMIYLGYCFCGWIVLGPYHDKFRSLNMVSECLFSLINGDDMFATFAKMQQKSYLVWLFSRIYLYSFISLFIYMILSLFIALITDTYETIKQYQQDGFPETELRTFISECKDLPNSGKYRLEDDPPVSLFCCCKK
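system = HEK293 cells stably carrying human TRPML3-YFP | doses = one concentration, 3 µM nominal, 0.3% DMSO | timing = dye loading 1 h 37 °C then 30 min ambient, 125 s read | detection = Fluo-8 calcium dye fluorescence, ex 470-495, em 515-575 nm | benchmarks = high control carbachol 87 µM, low control DMSO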
Calpain2 inh: inhibitors of pig calpain II, primary screen, biochemical, fluorogenic peptide substrate, 1536-well; 0.37% of 220,000 active; inhibition, % at 16 µM; AID 1236, 2008; purified calpain II, 30 min;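 active means inhibition above about 50%, limit read from the data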
PERK inh: block of dimerizer-induced PERK translation repression, primary screen, PERK inhibitor project, CHO PERK-DD cells, SEAP luminescence, HTS; CHO PERK-DD fusion, SEAP luminescence translation reporter; inhibition, % at 5.6 µM; 0.17% of 220,000 active; Eukaryotic translation initiation factor 2-alpha kinase 3 (Homo sapiens), Q9NZJ5; AID 1416, 2008;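 active means inhibition above the mean inhibition of all tested compounds plus 3 SD, set separately per screening campaign, cut at about 2.9% in these data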;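 further: PERK kinase domain activated by AP20187 dimerizer at 100 nM; 0% = DMSO with dimerizer and 100% = rapamycin at 8.4 µM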
S1P4 agonist: S1P4 receptor agonists, primary screen, cell-based; 0.35% of 220,000 active; activation, % at 4.98 µM; Sphingosine 1-phosphate receptor 4 (Homo sapiens), O95977; S1P4-expressing cell line, agonist reporter assay; AID 1509, 2009; in the data active means activation above about 11%;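 further: 0% = DMSO vehicle and 100% = reference agonist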
Starred values were filed as active, the others as inactive.

For CC1CCc2c(sc(/N=C/N(C)C)c2C#N)C1 (centres undefined) the results were zfTRPN1 agonist -1.4, BaF3 tox 5, EP2 mod -51, Ba/F3 V617F tox 2, S1P4 antag -9, TRPML3 agonist -0.4, Calpain2 inh 39, PERK inh -0.6 and S1P4 agonist 0.8.
`Cc1cc(C(F)(F)F)n2ncc(-c3cccc(Br)c3)c2n1` gave zfTRPN1 agonist 1.1, BaF3 tox 2, EP2 mod 12, Ba/F3 V617F tox 2, S1P4 antag -7, TRPML3 agonist -0.3, Calpain2 inh 6, PERK inh -0.1 and S1P4 agonist -0.5.
`CCOC(=O)c1sc2nc(C)nc(NCCc3ccccn3)c2c1C` gave zfTRPN1 agonist 0.8, BaF3 tox 4, EP2 mod -29, Ba/F3 V617F tox 4, S1P4 antag -8, TRPML3 agonist 0.9, Calpain2 inh -240, PERK inh 0.4 and S1P4 agonist 0.1.
Cc1ccccc1OCC(O)Cn1c(NCc2ccccc2)nc2c1c(=O)[nH]c(=O)n2C (centres undefined) was read as zfTRPN1 agonist -1.4, BaF3 tox 4, EP2 mod 47, Ba/F3 V617F tox 2, S1P4 antag -20, TRPML3 agonist -0.2, Calpain2 inh 31, PERK inh 0.0 and S1P4 agonist 1.9.
CCC(C)(C)C1CCC2(CC1)NC(=S)N(c1ccccc1)N2 (centres undefined) was read as zfTRPN1 agonist 1.8, BaF3 tox -5, EP2 mod 24, Ba/F3 V617F tox -1, S1P4 antag -4, TRPML3 agonist 0.1, Calpain2 inh -10, PERK inh 1.1 and S1P4 agonist 0.6.
For COc1ccc(N2CCN(Cc3nc(-c4ccc(Cl)cc4Cl)no3)CC2)cc1 the results were zfTRPN1 agonist -0.8, BaF3 tox 3, EP2 mod -54, Ba/F3 V617F tox -2, S1P4 antag -17, TRPML3 agonist 0.8, Calpain2 inh 7, PERK inh 0.6 and S1P4 agonist 1.3.
`COc1cc(/C=N/NC(=O)C(N)=O)ccc1OC(=O)c1cccs1` gave zfTRPN1 agonist 1.4, BaF3 tox 3, EP2 mod -20, Ba/F3 V617F tox 3, S1P4 antag 11, TRPML3 agonist 1.5, Calpain2 inh -17, PERK inh 0.5 and S1P4 agonist 0.8.
Cc1cc(F)c(F)c(C(=O)NC2CC2)c1Cl was read as zfTRPN1 agonist -0.2, BaF3 tox 4, EP2 mod 4, Ba/F3 V617F tox 1, S1P4 antag 1, TRPML3 agonist 0.0, Calpain2 inh -4, PERK inh 1.8 and S1P4 agonist -1.1.
Screening Cc1ccc(S(=O)(=O)N(C)CC(=O)OCC(=O)N2CCCC2=O)cc1 returned zfTRPN1 agonist 1.6, BaF3 tox 0, EP2 mod 17, Ba/F3 V617F tox -4, S1P4 antag 3, TRPML3 agonist 0.5, Calpain2 inh 11, PERK inh 0.1 and S1P4 agonist 0.5.
`CCOC(=O)Nc1ccc2c(c1)N(C(=O)CN1CCN(C)CC1)c1ccccc1S2` gave zfTRPN1 agonist -2.4, BaF3 tox 6, EP2 mod 6, Ba/F3 V617F tox -1, S1P4 antag -20, TRPML3 agonist 0.6, Calpain2 inh 9, PERK inh -0.4 and S1P4 agonist -0.6.
`CCOC(=O)Cc1ccc(NC(=O)c2ccc([N+](=O)[O-])cc2)cc1` gave zfTRPN1 agonist 4.5, BaF3 tox 33*, EP2 mod -18, Ba/F3 V617F tox -2, S1P4 antag -4, TRPML3 agonist 1.6, Calpain2 inh 8, PERK inh 1.0 and S1P4 agonist 0.2.
Screening COc1ccc(NC(=O)CN2CCC(n3c(C)nc4cc(F)ccc43)CC2)c(OC)c1 returned zfTRPN1 agonist 0.7, BaF3 tox 5, EP2 mod -14, Ba/F3 V617F tox -4, S1P4 antag -3, TRPML3 agonist 0.8, Calpain2 inh -5, PERK inh -0.8 and S1P4 agonist 1.2.
For O=C(CSc1cccs1)NCCc1ccccc1 the results were zfTRPN1 agonist 0.2, BaF3 tox 5, EP2 mod 8, Ba/F3 V617F tox -1, S1P4 antag -1, TRPML3 agonist 0.2, Calpain2 inh -13, PERK inh 0.5 and S1P4 agonist -1.2.
Clc1ccc(-c2cccs2)nn1 was read as zfTRPN1 agonist -0.4, BaF3 tox 4, EP2 mod 9, Ba/F3 V617F tox 1, S1P4 antag -2, TRPML3 agonist -0.9, Calpain2 inh -17, PERK inh -0.1 and S1P4 agonist 2.4.
Cc1ccc(-n2c(C)nnc2SCC(=O)N2CCc3ccccc3C2)cc1C was read as zfTRPN1 agonist -0.2, BaF3 tox 1, EP2 mod 1, Ba/F3 V617F tox -2, S1P4 antag -15, TRPML3 agonist -1.9, Calpain2 inh -10, PERK inh -0.9 and S1P4 agonist 1.4.
For Cc1c(C(=S)Nc2ccccc2)cnn1-c1ccc([N+](=O)[O-])cc1 the results were zfTRPN1 agonist 0.9, BaF3 tox 1, EP2 mod -20, Ba/F3 V617F tox -4, S1P4 antag -2, TRPML3 agonist 0.7, Calpain2 inh 6, PERK inh -0.1 and S1P4 agonist 0.9.
`Nc1nc(-c2ccc3c(c2)CCO3)cs1` gave zfTRPN1 agonist -0.2, BaF3 tox 2, EP2 mod -3, Ba/F3 V617F tox -3, S1P4 antag -1, TRPML3 agonist 1.0, Calpain2 inh -18, PERK inh 0.0 and S1P4 agonist -1.7.
`CN1CCN(C(=S)c2cn(Cc3ccc(F)cc3)c3ccccc23)CC1` gave zfTRPN1 agonist 0.1, BaF3 tox 6, EP2 mod -19, Ba/F3 V617F tox 1, S1P4 antag -9, TRPML3 agonist 1.5, Calpain2 inh -35, PERK inh -0.4 and S1P4 agonist 0.5.
`O=C(c1ccccc1)C1C(c2ccccc2)C1[N+](=O)[O-]` (centres undefined) gave zfTRPN1 agonist -0.3, BaF3 tox -9, EP2 mod 5, Ba/F3 V617F tox 9, S1P4 antag -2, TRPML3 agonist -0.6, Calpain2 inh 18, PERK inh -1.0 and S1P4 agonist 0.9.
Screening CCn1c(SC(=O)NC2CCCCC2)nnc1-c1cccs1 returned zfTRPN1 agonist 0.4, BaF3 tox 2, EP2 mod 31, Ba/F3 V617F tox -1, S1P4 antag 6, TRPML3 agonist 0.6, Calpain2 inh -120, PERK inh 0.7 and S1P4 agonist 1.6.
For O=C(NCc1ccco1)NC(=O)c1csc([N+](=O)[O-])c1 the results were zfTRPN1 agonist -0.4, BaF3 tox -6, EP2 mod 0, Ba/F3 V617F tox -3, S1P4 antag 7, TRPML3 agonist 0.1, Calpain2 inh -21, PERK inh 1.6 and S1P4 agonist 0.7.
For O=C(COC(=O)C12CC3CC(CC(C3)C1)C2)Nc1ccc([N+](=O)[O-])cc1Cl the results were zfTRPN1 agonist 0.2, BaF3 tox 5, EP2 mod 38, Ba/F3 V617F tox -1, S1P4 antag -24, TRPML3 agonist 0.8, Calpain2 inh 11, PERK inh 0.1 and S1P4 agonist 1.6.
Screening O=C(NC1C=CS(=O)(=O)C1)c1ccccc1 (centres undefined) returned zfTRPN1 agonist 0.3, BaF3 tox 0, EP2 mod 8, Ba/F3 V617F tox -3, S1P4 antag 14, TRPML3 agonist 0.6, Calpain2 inh -20, PERK inh 0.6 and S1P4 agonist 2.1.
Screening COc1ccc(CSCCN)cc1Cl returned zfTRPN1 agonist 1.1, BaF3 tox 1, EP2 mod -4, Ba/F3 V617F tox -1, S1P4 antag 8, TRPML3 agonist 1.0, Calpain2 inh 18, PERK inh 0.7 and S1P4 agonist 1.3.
CC(C)C(=O)N(Nc1nc2ccccc2s1)C(=O)C(C)C was read as zfTRPN1 agonist 0.4, BaF3 tox -1, EP2 mod 27, Ba/F3 V617F tox -2, S1P4 antag -8, TRPML3 agonist 0.2, Calpain2 inh -2, PERK inh -0.1 and S1P4 agonist -0.6.
`Cc1ccc(CNC(=O)C2CCCN(C(=O)N(C)C)C2)cc1` (centres undefined) gave zfTRPN1 agonist -0.6, BaF3 tox 4, EP2 mod 1, Ba/F3 V617F tox -3, S1P4 antag -12, TRPML3 agonist 0.4, Calpain2 inh 8, PERK inh -0.1 and S1P4 agonist -3.4.
For CCOc1ccc(C2C(C(=O)/C=C/c3ccco3)=C(O)C(=O)N2CCN2CCOCC2)cc1OC (centres undefined) the results were zfTRPN1 agonist 1.0, BaF3 tox 6, EP2 mod 19, Ba/F3 V617F tox 1, S1P4 antag 6, TRPML3 agonist 1.1, Calpain2 inh -41, PERK inh -0.3 and S1P4 agonist 0.8.
Screening N#CC(C#N)=NNc1ccc([N+](=O)[O-])cc1 returned zfTRPN1 agonist -1.0, BaF3 tox 2, EP2 mod -38, Ba/F3 V617F tox 2, S1P4 antag 6, TRPML3 agonist 0.7, Calpain2 inh 3, PERK inh -1.2 and S1P4 agonist -0.3.
Screening c1ccc(N=P(c2nc3ccccc3o2)(N2CCOCC2)N2CCOCC2)cc1 returned zfTRPN1 agonist 0.5, BaF3 tox 0, EP2 mod 5, Ba/F3 V617F tox -2, S1P4 antag 5, TRPML3 agonist 0.0, Calpain2 inh 15, PERK inh 0.5 and S1P4 agonist 0.4.
For COc1ccccc1C(O)P(=O)(OC(C)C)c1ccc(N(C)C)cc1 (centres undefined) the results were zfTRPN1 agonist 1.0, BaF3 tox 1, EP2 mod 16, Ba/F3 V617F tox 1, S1P4 antag -1, TRPML3 agonist 0.1, Calpain2 inh -4, PERK inh 0.4 and S1P4 agonist -0.4.
